CRFR2-BP ag: agonists of CRF-BP/CRF-R2 complex, primary screen, cell-based, HEK293, calcium dye fluorescence, uHTS; calcium dye fluorescence (FLIPR); percent of saturating CRF peptide response; activation, % at 13.2 µM; 350,000 compounds, 0.46% hits; AID 588473, 2011;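 active means activation of at least 50%, plus an integration ratio under a set limit after plate pattern correction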;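 further: plate controls were neutral control wells without compound for no effect and CRF at EC100 for full effect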
TAAR1 antag: human TAAR1 antagonists, primary screen, Fluo-8 calcium fluorescence, CHO RD-HGA16 cells; Trace amine-associated receptor 1 (Homo sapiens), Q96RJ0; antagonist; inhibition, % at 3 µM; 360,000 compounds, 1.5% hits;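 active means inhibition above a per-plate cutoff, the mean inhibition of test compounds on that plate plus 3 SD, cut at about 49% in these data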;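 further: 0% = DMSO plus EC80 beta-PEA response and 100% = DMSO alone without agonist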
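System: CHO RD-HGA16 cells bearing hTAAR1. Reagent: EC80 β-phenethylamine stimulus. Schedule: seeding 17-24 h prior, 75-min 37 °C, 30-min RT dye loading. Signal: Fluo-8 intracellular calcium dye fluorescence, real-time kinetic reads. Read-out: % inhibition from peak post-agonist over basal fluorescence ratio. Benchmarks: vehicle wells and EC80 agonist wells. Replicates: n of 1.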
M1 PAM parental: nonselective calcium activators in parental CHO-K1 cells, primary screen, counter-screen for M1 PAM project, cell-based, Fluo-8 calcium fluorescence, full deck, 1536-well. 360,000 compounds, 0.02% hits. AID 602247, 2012. ATP EC20; 0% at ATP EC20, 100% at ATP max. activation, % at 3 µM;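 active means activation above the run cutoff, the mean activation of all test compounds plus 3 SD, cut at about 40% in these data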;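 further: peak over basal fluorescence ratio in a 140 s read after ATP addition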
CHRM5 agonist: human M5 muscarinic receptor agonists, primary screen, CHO-K1 cells, Fluo-8 calcium fluorescence | CHO-K1 hM5 cells; 0% DMSO wells, 100% maximal acetylcholine response | activation, % at 3 µM | 360,000 compounds, 0.19% hits;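 active means activation above the run's mean over test compounds plus 3 SD, cut at about 23% in these data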;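 further: signal is peak over basal fluorescence ratio across the kinetic read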
Target sequence (P08912 whole entry, looked up): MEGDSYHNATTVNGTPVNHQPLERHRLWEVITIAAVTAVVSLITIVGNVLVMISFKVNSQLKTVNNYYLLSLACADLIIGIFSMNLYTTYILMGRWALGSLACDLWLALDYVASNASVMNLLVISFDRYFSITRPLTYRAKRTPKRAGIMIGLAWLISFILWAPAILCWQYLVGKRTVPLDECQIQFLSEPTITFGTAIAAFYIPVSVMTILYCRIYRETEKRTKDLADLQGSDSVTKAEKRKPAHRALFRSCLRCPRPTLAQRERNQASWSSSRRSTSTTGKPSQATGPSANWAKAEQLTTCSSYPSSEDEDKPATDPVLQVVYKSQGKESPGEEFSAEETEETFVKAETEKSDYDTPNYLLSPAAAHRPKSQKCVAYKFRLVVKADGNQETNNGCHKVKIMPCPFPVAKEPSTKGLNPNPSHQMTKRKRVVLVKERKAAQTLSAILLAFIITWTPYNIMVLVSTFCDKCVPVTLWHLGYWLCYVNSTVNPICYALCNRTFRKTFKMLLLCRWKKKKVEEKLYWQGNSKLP
CRFBP-R2 block: antagonists of CRF-BP/CRF-R2 complex, primary screen, cell-based, HEK293, calcium dye fluorescence, uHTS; AID 588475, 2011; inhibition, % at 11.8 µM; 350,000 compounds, 0.59% hits; CRF-induced calcium fluorescence;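 active means inhibition of the ligand-induced calcium signal above about 50% at the single tested concentration, limit read from the data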
CHRM5 antagonist: human M5 muscarinic receptor antagonists, primary screen, CHO cells, Fluo-8 calcium fluorescence; inhibition, % at 3 µM; CHO-hM5 cells, ACh EC80; 360,000 compounds, 0.59% hits; AID 624040, 2012; Muscarinic acetylcholine receptor M5 (Homo sapiens), P08912;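 active means inhibition above a per-plate cutoff, the mean of that plate's test compounds plus 3 SD, cut at about 27% in these data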;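 further: 0% = acetylcholine EC80 with DMSO and 100% = DMSO without agonist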
CHRM4 PAM: human M4 muscarinic receptor positive allosteric modulators, primary screen, CHO-K1 cells, Fluo-8 calcium fluorescence; Muscarinic acetylcholine receptor M4 (Homo sapiens), P08173; CHO-K1 hM4/Gqi5, ACh EC20; 0% = ACh EC20, 100% = maximal ACh; activation, % at 3 µM; 360,000 compounds, 0.4% hits; AID 624126, 2012;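 active means activation above its plate's cutoff, the mean activation of sample wells plus 3 SD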; further: some results filed as inactive read as strong as hits
M5 PAM: human M5 muscarinic receptor positive allosteric modulators, primary screen, CHO-K1 cells, Fluo-8 calcium fluorescence. Muscarinic acetylcholine receptor M5 (Homo sapiens), P08912. CHO-K1 hM5, ACh EC20 PAM; 0% = ACh EC20, 100% = ACh EC100. activation, % at 3 µM. 360,000 compounds, 0.3% hits. AID 624038, 2012;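 active means activation above the run cutoff, the mean activation of all test compounds plus 3 SD, cut at about 18% in these data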
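Replicates: One well per compound, no replicates | System: Human M5 receptor in CHO-K1 cells | Benchmarks: Low control EC20 acetylcholine (0%), high control EC100 acetylcholine (100%) | Probe or stimulus: Acetylcholine, EC20 level | Times: Fluo-8 loading 80 min at 37 °C plus 30 min room temperature | Signal: Intracellular calcium via Fluo-8 fluorescence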
TAAR1 agonist: human TAAR1 agonists, primary screen, Fluo-8 calcium fluorescence, CHO RD-HGA16 cells; Trace amine-associated receptor 1 (Homo sapiens), Q96RJ0; vehicle wells 0%, saturating PEA agonist 100%; activation, % at 3 µM; 360,000 compounds, 0.99% hits;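 active means activation above the mean activation of all test compounds in the run plus 3 SD, cut at about 38% in these data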
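System: CHO-derived RD-HGA16 cells with stable Gα16 and human TAAR1. Times: 17-24 h plating, Fluo-8 75 min 37 °C, 30 min RT. Measured by: calcium-sensitive Fluo-8 signal, excitation 470-495, emission 515-575 nm. Read-out basis: % activation relative to PEA EC100 response. Control set: DMSO and PEA EC100. Repeats: no replicates (n 1).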
* marks the source's active call; other numbers are inactive results; nt = no result given.

1. CCC(CC)C(=O)Nc1nnc(S(=O)(=O)Nc2ccccc2C)s1
2. CCOC(=O)c1sc(C)c(C(=O)NC2CCCCC2)c1N
3. COc1ccc(Cc2nc3ccc(C(=O)N(C)CCCN4CCOCC4)cc3o2)cc1
4. CNc1ccc2ncc(-c3ccccc3NC(C)=O)n2n1
5. COc1ccc(NC(=O)C(CC(=O)O)C(C)c2ccccc2)cc1 (stereo unspecified)
entry no.,1,2,3,4,5
CRFR2-BP ag,-1.9,-2.4,0.9,nt,-0.9
TAAR1 antag,-15,-11,-12,-20,11
M1 PAM parental,-1,16,2,-4,-13
CHRM5 agonist,-3,-3,-3,-1,-1
CRFBP-R2 block,-17,29,-7,nt,-7
CHRM5 antagonist,-1,6,-7,-3,-1
CHRM4 PAM,1,9,-3,1,2
M5 PAM,3,5,2,-2,-2
TAAR1 agonist,0,7,1,9,10

6. C[C@@H]1COc2cccc(N3CCC[C@@H]3CO)c2S(=O)(=O)N1
7. NC(=O)c1ccsc1NC(=O)CS(=O)(=O)c1ccc(Cl)cc1
8. COc1ccc(C(=O)Nc2cc(OC)cc(OC)c2)cc1
9. O=C(c1cc2cc3ccc(Cl)cc3nc2o1)N1CCCCCC1
10. Cc1oc(-c2ccccc2)cc1C(=O)Nc1cccc(C(=O)O)c1
entry no.,6,7,8,9,10
CRFR2-BP ag,nt,1.0,-1.7,0.1,-0.6
TAAR1 antag,3,6,3,nt,2
M1 PAM parental,-4,5,20,7,20
CHRM5 agonist,1,3,-3,-5,-4
CRFBP-R2 block,nt,3,6,-25,19
CHRM5 antagonist,7,6,-2,1,-2
CHRM4 PAM,3,-5,1,10,43*
M5 PAM,-1,-7,1,0,14
TAAR1 agonist,3,2,5,nt,2

Overlap with the part before: 3 compounds, then new ones.
8. COc1ccc(C(=O)Nc2cc(OC)cc(OC)c2)cc1
9. O=C(c1cc2cc3ccc(Cl)cc3nc2o1)N1CCCCCC1
10. Cc1oc(-c2ccccc2)cc1C(=O)Nc1cccc(C(=O)O)c1
11. CCOCCCN(C)C1CCN(C(=O)c2oc3ccccc3c2NC(=O)c2ccc([N+](=O)[O-])cc2)CC1
12. COCCNC(=O)c1ccc(NS(C)(=O)=O)cc1
13. O=C(CSc1n[nH]c(-c2ccc(Br)cc2)n1)N1CCOCC1
14. COc1ccc(C(=O)N(C)CC2CCN(CCc3cccc(C(F)(F)F)c3)CC2)cc1C
15. CC(=O)Nc1ccc(S(=O)(=O)N(C)CC(=O)OCC(=O)Nc2cccnc2Cl)cc1
entry no.,8,9,10,11,12,13,14,15
CRFR2-BP ag,-1.7,0.1,-0.6,0.0,8.0,1.4,-0.6,1.8
TAAR1 antag,3,nt,2,-36,6,-18,-1,0
M1 PAM parental,20,7,20,9,8,-4,12,-3
CHRM5 agonist,-3,-5,-4,-6,1,3,-1,4
CRFBP-R2 block,6,-25,19,-9,-22,-7,4,-1
CHRM5 antagonist,-2,1,-2,6,-3,-8,3,5
CHRM4 PAM,1,10,43*,1,0,5,-17,43*
M5 PAM,1,0,14,-3,-3,9,-13,-1
TAAR1 agonist,5,nt,2,6,2,8,-2,0

Single records, from the list above:
COCCNC(=O)c1ccc(NS(C)(=O)=O)cc1 in the list: CRFR2-BP ag = 8.0; TAAR1 antag = 6; M1 PAM parental = 8; CHRM5 agonist = 1; CRFBP-R2 block = -22; CHRM5 antagonist = -3; CHRM4 PAM = 0; M5 PAM = -3; TAAR1 agonist = 2
O=C(CSc1n[nH]c(-c2ccc(Br)cc2)n1)N1CCOCC1 in the list: CRFR2-BP ag = 1.4; TAAR1 antag = -18; M1 PAM parental = -4; CHRM5 agonist = 3; CRFBP-R2 block = -7; CHRM5 antagonist = -8; CHRM4 PAM = 5; M5 PAM = 9; TAAR1 agonist = 8

The results go on.
16. CC(C)[C@H](NC(=O)c1ccco1)C(=O)OCC(=O)NC12CC3CC(CC(C3)C1)C2
17. CC1CCCC(C)N1C(=O)COc1ccc([N+](=O)[O-])cc1Cl (stereo unspecified)
18. COc1ccc(C2=CC3=C(Br)C(=O)C(C)(OC(=O)C4CCCC4)C(=O)C3=CO2)cc1 (stereo unspecified)
19. CCOC(=O)c1sc(=NC(=O)c2cc(OC)c(OC)c(OC)c2)n(C)c1C
20. CC(C)Cc1nc2oc3c(Cl)ncnc3c2c2c1CCC2
entry no.,16,17,18,19,20
CRFR2-BP ag,0.1,-2.6,12,-1.5,1.9
TAAR1 antag,-46,-13,nt,-2,5
M1 PAM parental,0,13,1,13,-7
CHRM5 agonist,4,-4,6,0,1
CRFBP-R2 block,17,9,15,-14,-9
CHRM5 antagonist,-5,7,8,-6,-3
CHRM4 PAM,15,0,2,6,3
M5 PAM,5,4,-2,6,14
TAAR1 agonist,-2,0,nt,1,3

3 compounds out of the list, sorted by formula weight, high to low.
15. CC(=O)Nc1ccc(S(=O)(=O)N(C)CC(=O)OCC(=O)Nc2cccnc2Cl)cc1
17. CC1CCCC(C)N1C(=O)COc1ccc([N+](=O)[O-])cc1Cl (stereo unspecified)
20. CC(C)Cc1nc2oc3c(Cl)ncnc3c2c2c1CCC2
entry no.,15,17,20
CRFR2-BP ag,1.8,-2.6,1.9
TAAR1 antag,0,-13,5
M1 PAM parental,-3,13,-7
CHRM5 agonist,4,-4,1
CRFBP-R2 block,-1,9,-9
CHRM5 antagonist,5,7,-3
CHRM4 PAM,43*,0,3
M5 PAM,-1,4,14
TAAR1 agonist,0,0,3

Further structures.
21. CC(=O)c1ccccc1NC(=O)CSc1nnc(Cc2csc(C)n2)o1
22. CCc1ccc(N(CC(=O)N2CCCC2)S(C)(=O)=O)cc1
23. CCC(C)[C@H](NC(=O)Nc1ccccc1F)C(=O)OC (stereo partly specified)
24. COc1cccc2cc(C(=O)N(C)C)c(=O)oc12
25. S=c1[nH]nc(-c2ccncc2)n1Cc1ccccc1
26. COCCNC(=O)C(c1ccco1)N(Cc1ccc(OC)cc1)C(=O)Cn1nnc2ccccc21 (stereo unspecified)
27. Fc1ccc(Nc2cccc3nccnc23)cc1
entry no.,21,22,23,24,25,26,27
CRFR2-BP ag,-1.1,-0.7,-1.4,-1.1,0.4,-2.3,-3.7
TAAR1 antag,-17,-4,-8,4,-25,-14,-8
M1 PAM parental,14,27,12,11,4,-1,21
CHRM5 agonist,1,-1,1,0,0,-2,0
CRFBP-R2 block,14,0,-9,10,-4,8,14
CHRM5 antagonist,-3,3,9,0,-2,8,-6
CHRM4 PAM,21,5,-5,6,-1,7,15
M5 PAM,2,-1,-3,4,-1,-5,4
TAAR1 agonist,4,1,7,0,2,8,-4

Assay outcomes deposited in PubChem by several laboratories.
